From PubChem
S-ASM inh = Inhibitors of Secretory Acid Sphingomyelinase (S-ASM): qHTS; Sphingomyelin phosphodiesterase (Homo sapiens), P17405; placental ASM, HMU-PC fluorogenic substrate, 60 min; Potency, µM (doses to about 57.5 µM), without a hit: top-dose activity change, negative = inhibition, hits mostly inhibitors; 340,000 compounds, 0.006% hits; AID 504937, 2011; note: potency is the fitted concentration of half-maximal effect
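qHTS format. ASM enzyme prepared from human placenta hydrolyses the fluorogenic substrate HMU-PC0 (9 uM final) over 60 min at 37 °C after a 10 min compound preincubation.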
GALK inh = qHTS Assay for Inhibitors of Human Galactokinase (GALK); P51570; Purified GALK, Kinase-Glo residual ATP luminescence; Potency, µM (top dose mostly 57.5 µM), for inactives: top-dose activity change, negative = inhibition, hits mostly inhibitors; 270,000 compounds, 0.007% hits; note: potency is the fitted concentration of half-maximal effect; % is set by controls: 0 for no effect and ±100 for the full control effect
Target sequence (P51570 whole entry, looked up): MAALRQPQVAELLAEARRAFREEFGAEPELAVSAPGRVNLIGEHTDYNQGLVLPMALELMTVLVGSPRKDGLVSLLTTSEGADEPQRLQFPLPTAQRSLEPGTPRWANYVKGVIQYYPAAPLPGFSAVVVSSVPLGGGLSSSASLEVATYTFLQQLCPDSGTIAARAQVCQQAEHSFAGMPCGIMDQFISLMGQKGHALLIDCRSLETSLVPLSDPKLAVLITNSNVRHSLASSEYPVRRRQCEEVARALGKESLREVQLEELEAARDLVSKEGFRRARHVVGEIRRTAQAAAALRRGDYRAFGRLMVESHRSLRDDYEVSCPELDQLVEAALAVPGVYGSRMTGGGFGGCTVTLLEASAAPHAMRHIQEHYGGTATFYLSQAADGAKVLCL
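Human GALK (5 nM) with 35 uM ATP and 100 uM galactose in 20 mM HEPES pH 8.0, 5 mM MgCl2, 60 mM NaCl, 1 mM DTT, 0.01% BSA. After 1 h at room temperature, leftover ATP was read by Kinase-Glo Plus luminescence.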
TRPV1 ag = HTS Assay for Compounds that Act as Agonists of the Vanilloid Receptor 1; 320,000 compounds, 0.19% hits; AID 540275, 2011; activation, % at 8.33 µM; TRPV1-expressing cells, Fluo-8 calcium influx, agonist mode; Transient receptor potential cation channel subfamily V member 1 (Homo sapiens), Q8NER1; in the data active = activation above about 80%; inconclusive = between about 30% and that limit; note: 0% is about no effect
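TRPV1-expressing cells were cultured overnight at 35.5C and loaded with Fluo-8 calcium dye for 40 to 90 min at room temperature. After a 10 s baseline, compound was added and calcium influx was read kinetically for 3 min (ex 480/em 520 nm).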
Coupling enz = qHTS Assay for Inhibitors of Fructose-1,6-bisphosphate Aldolase from Giardia Lamblia: Coupling assay counterscreen; 290,000 compounds, 0.67% hits; coupling enzyme system counterscreen, AmpLite Red fluorescence; activity change, negative = inhibition, % at 58.2 µM, hits read low; in the data active = activity change below about -30%; note: % is set by controls: 0 for no effect and ±100 for the full control effect
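Fluorescence at 525 nm excitation and 598 nm emission measured inhibition of the coupled detection system without aldolase. Compounds (at 57.5 uM final) were preincubated 10 min at room temperature with coupling enzyme reagent before a 20 min substrate/AmpLite Red step.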
MBNL1-CUG inh = qHTS Assay for Inhibitors of MBNL1-poly(CUG) RNA binding. Muscleblind-like protein 1 (Homo sapiens), Q9NR56. TR-FRET MBNL1-His/biotin-(CUG)12 binding, 665/545 ratio. Potency, µM (doses to about 57.5 µM), for the others: top-dose activity change, negative = inhibition, usual class: inhibitors. 280,000 compounds, 0.036% hits. AID 2675, 2010; active = well fitted inhibition curve with a large enough effect in the signal ratio, with a control signal flat, not every such curve was filed as active; inconclusive = small, poorly fitted or top-dose-only effect, or effect the other way, or a change in a side signal; inactive = no such curve, though single readings can be large or run the other way; the % refers to the signal ratio; note: potency is the fitted concentration of half-maximal effect; % is set by controls: 0 for no effect and ±100 for the full control effect
Target sequence (Q9NR56 whole entry, looked up): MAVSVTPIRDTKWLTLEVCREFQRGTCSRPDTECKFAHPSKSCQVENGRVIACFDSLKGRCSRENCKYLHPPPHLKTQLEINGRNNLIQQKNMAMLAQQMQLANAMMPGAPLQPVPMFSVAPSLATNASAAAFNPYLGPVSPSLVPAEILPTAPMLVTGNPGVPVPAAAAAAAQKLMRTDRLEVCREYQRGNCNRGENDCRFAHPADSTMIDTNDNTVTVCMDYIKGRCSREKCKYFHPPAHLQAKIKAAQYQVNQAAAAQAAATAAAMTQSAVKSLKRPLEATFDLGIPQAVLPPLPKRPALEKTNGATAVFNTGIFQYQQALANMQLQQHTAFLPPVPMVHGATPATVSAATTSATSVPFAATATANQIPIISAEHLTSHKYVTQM
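His-tagged MBNL1 binding to biotinylated (CUG)12 RNA was measured by TR-FRET using terbium anti-His antibody (0.055 ng/ul final) and streptavidin-XL665 (5 nM final). Compounds were titrated 92 nM to 58 uM; 60 min at room temperature.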
KCNH2 3.1 inh = qHTS for Inhibitors of KCHN2 3.1: Mutant qHTS | Potassium voltage-gated channel subfamily H member 2, brain isoform KCNH2 3.1 (human) | U2OS KCNH2 3.1, thallium flux FluxOr; stronger effect = lower value | activity change, % (tested at about 1.8 µM) | 340,000 compounds, 0.95% hits | AID 720553, 2013;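 active = maximum activity change below -70%; inconclusive = maximum activity change from -70% to -50%; inactive = maximum activity change above -50%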;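 note: thallium influx rate constant from kinetic fluorescence after stimulation buffer; % is set by controls: 0 for no effect and ±100 for the full control effect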
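We transduce U2OS cells with the mutant 3.1 virus, culture them overnight, load FluxOr with Red40 quencher for 45 min, then add stimulation buffer and read kinetically for 2 min to derive a normalized rate constant.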
AT treatment = qHTS Assay for Identifying a Potential Treatment of Ataxia-Telangiectasia | […] A-T fibroblasts, KAP-1 phosphorylation AlphaLISA; neocarzinostatin DNA damage 30 min before lysis | Potency, µM (doses to about 57.5 µM), for the others: at the highest dose activation, hits mostly activators | 320,000 compounds, 0.19% hits; note: potency is the fitted concentration of half-maximal effect; % of control where 0% means no effect; nearly all actives have a fitted effect of over 45% in size
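hTERT-immortalized A-T patient fibroblasts ([…]), 500 cells/well in OPTI-MEM, 1% FBS, got compounds for 60 min, then NCS for 30 min at 37C. Lysates were then assayed for phospho-KAP-1 by AlphaLISA (anti-pKAP1 donor, anti-KAP1 acceptor beads), 6 hr at 25C.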
Integrin act MD = qHTS for Activators of Integrin-Mediated Alleviation for Muscular Dystrophy; 350,000 compounds, 0.064% hits; alpha7betagal myoblasts, beta-gal FDG fluorescence, 48 h; Potency, µM (top dose mostly 38.3 µM), for the others: top-dose activation, most hits filed as activators; AID 624291, 2012;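 note: potency is the fitted concentration of half-maximal effect; 100% = response of the positive control SU9516; nearly all actives have a fitted effect of over 60% in size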
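alpha7betagal+/- myoblasts (passage 13, 250/well) treated 48 h at 37C with compounds at 1:260 dilution of DMSO stock. Lysed, then beta-galactosidase activity read as FDG fluorescence (ex 480/em 540) after 30 min, with pre-read for autofluorescence.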
MLL CXXC-DNA inh = qHTS Fluorescence Polarization Assay for Inhibitors of MLL CXXC domain - DNA interaction | Histone-lysine N-methyltransferase 2A (Homo sapiens), Q03164 | MLL-CXXC / FITC-HOXA9 DNA fluorescence polarization | Potency, µM (doses to about 115 µM), without a hit: top-dose activity change, negative = inhibition, usual class: inhibitors | 290,000 compounds, 0.037% hits | AID 2662, 2010; active = well fitted inhibition curve with a large enough effect in the polarisation, with a control signal flat, not every such curve was filed as active; inconclusive = small, poorly fitted or top-dose-only effect, or effect the other way, or a change in a side signal; inactive = no such curve, though single readings can be large or run the other way; the % refers to the polarisation; note: potency is the fitted concentration of half-maximal effect
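Fluorescence polarization: 7 uM MLL-CXXC (stock) preincubated 5 min with compounds, then 50 nM fluorescein-HOX-A9 DNA (stock) added; 30 min ambient. Buffer 50 mM Tris-HCl pH 7.5, 50 mM NaCl, 1 mM DTT, 0.05% BSA.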
KCNH2 WT inh = qHTS for Inhibitors of KCHN2 3.1: Wildtype qHTS. Voltage-gated inwardly rectifying potassium channel KCNH2 (Homo sapiens), Q12809. U2OS, BacMam KCNH2, thallium flux FluxOr; stronger effect = lower value. activity change, % at 1.84 µM. 340,000 compounds, 0.37% hits. AID 720551, 2013;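 active = maximum activity change below -70%; inconclusive = maximum activity change between -70% and -50%; inactive = maximum activity change above -50%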; note: % is set by controls: 0 for no effect and ±100 for the full control effect
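U2OS cells transduced with wild-type KCNH2 virus are loaded with FluxOr dye for 45 min, and thallium flux is measured in kinetic reads before and after stimulation buffer. Rate constants are normalized to DMSO controls.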
Starred values were filed as active, the others as inactive; ? = inconclusive; · = no result given; & = joins results of further samples; [ ] = dose if it differs, or a comment. Unless noted, calls come from the whole dose curve; as a rule, active = well fitted curve in the direction sought with a large enough effect; inconclusive = small, poorly fitted or top-dose-only effect, or another doubt; inactive = no such curve, though single readings can be large; an effect the other way counts as inactive or inconclusive.

SMILES	S-ASM inh	GALK inh	TRPV1 ag	Coupling enz	MBNL1-CUG inh	KCNH2 3.1 inh	AT treatment	Integrin act MD	MLL CXXC-DNA inh	KCNH2 WT inh
C=CCn1c(=NC(=O)c2ccc(S(=O)(=O)N3CCCC3)cc2)sc2cc(NC(C)=O)ccc21	93.2%[activator]	1.5%	2.2	3.1	43.2%[activator]	-8.1	12.1%	12.6%	3.2%	-10.7
Nc1c(-c2ccc(Cl)cc2)cnc2c(-c3ccc(F)cc3)cnn12	240.0%[activator]	2.7%	-2.2	1.1	-5.9%	23.0	-1.5%	-19.9%	19.3%	3.8
Cc1ccc(S(=O)(=O)N2CCN(Cc3ccccc3)CC2)s1	7.5%	·	14.0	·	·	4.0	6.8%	0.2%	·	-6.5
Cn1c(CN2CCOCC2)c(C#N)c2ccccc21	-1.8%	6.5%	17.3	-0.8	2.3%	0.3	-9.6%	5.5%	3.5%	36.3
CC1CCN(C(=O)c2ccccc2SCC(=O)NCC2CCCCC2)CC1	-3.1%	·	19.0	·	·	-1.4	7.2%	-18.1%	·	-30.8
CCOC(=O)[C@H]1[C@H]2COc3ccccc3[C@@H]2N2C(=O)c3cc(F)ccc3NC(=O)[C@@]12C	2.4%	·	?	·	·	5.0	19.2%	-35.7%	·	-4.5
CCN(CCNC(=O)CCCn1nc(C)n2c(cc3sccc32)c1=O)c1ccccc1	-3.9%	1.4%	-0.8	-0.4	7.4%	3.9	-1.5%	-30.3%	-5.9%	-1.0
O=C(CN(C(=O)c1csnn1)c1cccc(F)c1)NCc1ccc(F)cc1	-2.0%	1.1%	3.4	-0.3	-16.4%	4.2	-0.9%	0.0%	2.2%	0.9
Cc1ccc(CNC(=O)c2ccc3c(c2)NC(=O)CS3)cc1	-0.4%	8.7%	20.0	-0.1	1.0%	-2.1	13.7%	2.9%	4.8%	-6.7
COCC1CCCCN1C(=O)c1ccc2nc(Cc3ccc(OC)c(OC)c3)oc2c1 (configuration not stated)	0.6%	-1.6%	?	·	3.2%	-4.2	0.8%	-39.1%	-2.1%	0.0
Cc1ccc(NC(=O)CSc2nc3c([nH]c4ccccc43)c(=O)n2C)cc1	-6.4%	-7.9%	-0.3	0.7	-2.3%	-2.8	-1.8%	-17.6%	11.3%	6.5
Cc1ccc(/C=C2/C(=N)N3N=C(CC(=O)N4CCCC4)SC3=NC2=O)cc1	-1.1%	6.2%	5.5	·	-1.0%	14.3	-4.7%	-6.7%	11.6%	-14.9
Cc1cccn2c(=O)c3cc(C(=O)NCCc4ccccc4)c(=N)n(CCCn4ccnc4)c3nc12	492.3%[activator]	0.4%	-1.9	7.2	?	7.4	-5.0%	-51.4%[inhibitor]	7.7%	-10.4
CCN(C(=O)COc1cc(=O)n(C)c2ccccc12)c1cccc(Cl)c1	-1.4%	-2.0%	·	1.2	0.2%	-10.2	-1.8%	?	2.9%	-9.2
CC(=O)Nc1ccc(NC(=O)C(Cc2ccccc2)NC(=O)C2CCC(C)CC2)cc1 (configuration not stated)	-1.0%	-2.5%	-0.1	2.0	-2.8%	9.8	-3.0%	-2.8%	10.3%	-5.7
Cc1cc(OC(=O)c2cccc([N+](=O)[O-])c2)c(C)cc1CN1CCOCC1	-0.4%	7.1%	19.1	-1.5	?	-8.2	10.5%	-4.5%	-8.6%	13.2
COC(=O)c1cc(NC(=O)N2c3ccccc3Sc3ccccc32)cc(C(=O)OC)c1	-4.6%	-0.2%	·	0.4	5.1%	-3.8	-12.4%	-9.7%	30.9%[activator]	1.7
Cc1cc(C)n(-c2nc(N(C)C)nc(N3CCOCC3)n2)n1	3.0%	2.0%	10.2	4.4	-20.4%	2.4	·	17.8%	-3.4%	-10.1
CN(CC(=O)Nc1ccccc1C(F)(F)F)C(=O)C1CCN(S(=O)(=O)c2ccc3c(c2)OCCO3)CC1	3.5%	·	-0.1	·	·	-8.2	-10.0%	3.5%	·	-7.1
COc1cccc(C2C3=C(CC(C)(C)CC3=O)Nc3n[nH]c(C)c32)c1 (configuration not stated)	16.2%	3.1%	-0.4	-0.8	-10.1%	8.3	-2.0%	-10.8%	15.8%	·
Cc1occc1C(=O)N/N=C/C=C\c1ccccc1[N+](=O)[O-]	-4.3%	7.7%	2.9	0.0	?	-7.1	-0.7%	40.1%	34.4%	2.1
O=S(=O)(c1ccc(Cl)cc1)N1CCN(c2nc(-c3cccs3)nc3ccccc23)CC1	-5.3%	1.3%	-3.5&-1.0	-0.6	7.4%	-89.9*	3.7%	-9.0%	-15.0%	0.5
Cc1cc(NC(=O)COC(=O)CCCOc2ccc(Cl)cc2C)no1	-3.4%	0.1%	16.8	1.9	5.7%	-10.1	5.4%	18.9%	5.4%	0.0
Cc1ccc(C(=O)O)cc1S(=O)(=O)N1CCOCC1	6.3%	0.0%	-0.7	4.1	-7.9%	-8.0	-11.3%	-1.1%	-3.4%	-6.9
CC(=O)Nc1cccc(NC(=O)CSc2ncc(C(=O)Nc3ccc(F)cc3)c(=O)n2C)c1	-2.7%	·	-0.2	·	·	41.0	9.3%	7.4%	·	18.7
CC(=O)Nc1ccc(NC(=O)c2ccc(NC(=O)c3ccccc3)cc2)cc1	1.0%	-0.8%	-5.5	·	-5.4%	35.7	7.3%	11.4%	-5.1%	14.4
O=C(Nc1ccc(F)c(Cl)c1)C1CC(=O)n2c(nc3ccccc32)N1 (configuration not stated)	1.1%	-0.3%	1.7	5.1	-4.9%	-14.7	0.5%	1.1%	15.5%	3.0
N#Cc1c(/N=C/c2cccs2)sc2c1CCC2	-9.9%	-1.8%	?	-4.0	?	12.7	-6.3%	-23.9%	5.3%	13.1
Cc1c(C(=O)N2CC[C@@H](N3CCC(O)CC3)[C@H](O)C2)[nH]c2ccc(Cl)cc12	-1.1%	-4.1%	-0.9	3.3	10.3%	4.9	2.4%	-42.4%	-0.7%	-1.2
CCNc1nnc(-c2ccncc2)s1	9.3%	-1.7%	-3.7	-4.2	13.9%	-22.7	-0.4%	10.4%	55.4%[activator]	3.6
CC(=O)c1ccc(NC(=S)Nc2ccc(N3CCOCC3)cc2)cc1	-1.8%	2.1%	-1.6	1.3	7.9%	-1.2	1.9%	-6.3%	13.8%	-16.3
O=C(CSc1nc2ccccc2s1)Nc1ccc(Cl)c(C(=O)O)c1	0.4%	-1.9%	-2.4	11.1	-0.3%	-0.3	-2.7%	9.0%	16.8%	-14.0
O=C1CCCN1c1ccc(S(=O)(=O)N2CCN(c3ccccc3)CC2)cc1	-1.7%	5.9%	-2.8	-0.3	-9.9%	7.6	8.4%	-0.6%	-4.1%	-3.6
CCOc1ccc(CN(C)C(=O)c2cccnc2OCC)cc1OC	4.3%	7.9%	-0.4	2.3	-2.8%	-5.9	2.5%	-21.0%	4.4%	2.3
CNC(=O)c1cc(Nc2nnc(-c3ccc(O)cc3)c3ccccc23)ccc1OC	-8.7%	-5.4%	-2.2	2.5	?	1.3	2.9%	-25.7%	2.9%	-6.4
CCc1ccc(OCC(=O)NC(=S)Nc2ccc(F)cc2)c(Br)c1	0.9%	·	-1.0	0.1	-4.8%	-2.0	2.0%	?	-0.6%	-7.5
CCOC(CNC(=O)c1cc(C)nn1-c1ccccc1)OCC	-1.9%	-0.4%	-2.9	-0.4	0.9%	0.5	1.3%	-7.0%[7.66 µM]	3.4%	-11.9
CCc1ccc(S(=O)(=O)NCCc2csc(-c3cccnc3)n2)s1	3.9%	-0.3%	-9.3	-1.7	?	18.0	15.6%	10.4%	1.9%	-1.1
COc1ccc(CCNC(=O)c2cc3c(F)cccc3s2)cc1OC	-2.6%	-2.2%	?	0.2	3.5%	2.7	-1.0%	1.2%	17.9%	-0.7

Hits appear at their usual frequency; any-hit rate near 2%.
